Yeast lifespan up: yeast lifespan extension | S. cerevisiae growth with nicotinamide, OD615; deaD strain in restrictive glucose medium | inhibition of the nicotinamide effect, % at 10 µM | hit rate 0.68% among 130,000 | AID 775;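 active = inhibition above a set limit, placed 3 SD over the median of all compounds, cut at about 26% in these data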;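 note: 0% = nicotinamide-treated wells and 100% = cells grown without nicotinamide; some compounds called inactive have numbers as strong as hits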
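Test system – modified budding yeast, DeaD strain · Compound – single dose 10 µM compound, 0.25% DMSO · Times – culture preincubation 4 h, compound exposure 48 h, both 30 °C · Detection – optical density (absorbance) at 615 nm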
Phagocyt inh: blocks phagocytosis by macrophages; J774A.1 macrophage IgG-bead phagocytosis, imaging; inhibition, % at 5 µM; hit rate 0.07% among 110,000;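 active = inhibition above the mean of the plate negative controls plus 5 SD, cut at about 13% in these data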;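 note: phagocytic index as fraction of beads internalized from green versus red external bead signal; plate controls were DMSO negative control for no effect and cytochalasin-D positive control for full effect; some results beyond the cut were filed as inactive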
NPY-Y2 antag: antagonists of human neuropeptide Y receptor Y2 | inhibition, % at 2.7 µM | hit rate 0.99% among 140,000 | P49146 | NPY-Y2 expressing cells, antagonist mode; in the data active = inhibition above about 17%;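 note: 0% = vehicle with agonist challenge and 100% = reference antagonist with challenge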
Target sequence (P49146 whole entry, looked up): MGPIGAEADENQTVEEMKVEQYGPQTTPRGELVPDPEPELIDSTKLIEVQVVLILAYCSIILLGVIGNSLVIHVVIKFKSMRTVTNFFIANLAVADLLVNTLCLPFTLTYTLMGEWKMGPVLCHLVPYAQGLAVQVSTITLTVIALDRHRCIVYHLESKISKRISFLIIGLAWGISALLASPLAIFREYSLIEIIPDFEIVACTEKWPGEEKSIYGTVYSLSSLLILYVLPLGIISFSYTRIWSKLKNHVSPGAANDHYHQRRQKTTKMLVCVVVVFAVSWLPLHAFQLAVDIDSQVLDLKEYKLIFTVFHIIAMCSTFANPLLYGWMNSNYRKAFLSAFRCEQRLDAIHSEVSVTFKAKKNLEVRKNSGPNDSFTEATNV
HCT116 bCat-KO: beta-catenin-lacking colon tumor cell growth suppression; HCT116 beta-catenin knockout viability, CellTiter-Glo, 60 h; hits give low values; viability, % at 10 µM; hit rate 1.5% among 140,000; AID 818;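 active = viability at or under a set limit, the compound median less 4 SD, cut at about 6% in these data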;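 note: 0% = Hyamine 1622 control at 20 µM and 100% = untreated cell control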
GALR2 antag: GALR2 (human) receptor antagonism; O43603; GALR2-expressing cells, antagonist mode; inhibition, % at 4 µM; hit rate 0.39% among 140,000; in the data active = inhibition above about 27%;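 note: cells stimulated with galanin 1-16 at roughly its EC80; 0% = agonist challenge control and 100% = basal control without agonist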
Target sequence (O43603 whole entry, looked up): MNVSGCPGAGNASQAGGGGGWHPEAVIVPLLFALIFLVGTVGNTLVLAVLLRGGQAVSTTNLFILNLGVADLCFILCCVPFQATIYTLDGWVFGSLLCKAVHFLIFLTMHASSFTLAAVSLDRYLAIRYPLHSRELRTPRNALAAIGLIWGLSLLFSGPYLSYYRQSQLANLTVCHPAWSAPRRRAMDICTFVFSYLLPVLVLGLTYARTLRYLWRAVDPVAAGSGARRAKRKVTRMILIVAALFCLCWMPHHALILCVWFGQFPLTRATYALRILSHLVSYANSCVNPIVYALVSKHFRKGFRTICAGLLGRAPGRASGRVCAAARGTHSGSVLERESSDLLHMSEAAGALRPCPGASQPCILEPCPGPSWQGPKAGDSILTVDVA
Measles CPE: protection of cells from measles virus; Measles virus-infected cells, CPE protection, absorbance; AID 841; protection (pct of control), % at 4 µM; hit rate 1.5% among 140,000; in the data active = protection mostly above about 24%, no sharp cut-off; inactive = mostly below about 26%; note: some compounds called inactive have numbers as strong as hits
HCT116 PTEN-null: growth suppressors of cells with PTEN tumor suppressor deletion; HCT116 PTEN-null viability, CellTiter-Glo, 60 h; hits give low values; viability, % at 10 µM; hit rate 1.2% among 140,000; AID 827;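 active = viability at or below a set limit, 4 SD under the median of all tested compounds, cut at about 3.7% in these data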;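 note: PTEN knockout HCT116 line with beta catenin targeted HCT116 as companion control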
Yeast growth inh: yeast BB579 growth reduction in restrictive medium; S. cerevisiae BB579 growth, OD615, 48 h; inhibition, % at 10 µM; hit rate 0.51% among 140,000; AID 804;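 active = inhibition above a set limit, 3 SD over the mean compound inhibition, cut at about 44% in these data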; note: inactives centre near -24
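Assay system: S. cerevisiae DeaD strain BB579 yeast. Medium: CSMM-D restrictive synthetic medium containing dextrose (glucose). Times: 4 h cell preincubation, 48 h compound exposure, 30 °C humidified. Signal: OD615 turbidity measurement. Benchmarks: positive control amphotericin B 10 µg/mL.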
E-sel TNF inh: blocks E-selectin expression induced by TNF alpha; HUVEC TNFa-induced E-selectin immunofluorescence, high content; inhibition, % at 2 µM; hit rate 0.71% among 120,000;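 active = inhibition above the batch mean plus 3 SD, and confirmed as a hit on visual image review, cut at about 43% in these data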;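 note: 0% = TNF-stimulated DMSO wells and 100% = unstimulated control wells; not every result past the cut was called active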
MRP1 act: activates MRP-1; H69AR cells + doxorubicin, viability rescue, CellTiter-Glo; viability increase, % at 10 µM; hit rate 0.61% among 140,000; AID 799;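 active = viability gain under doxorubicin at or above a set limit, the compound median plus 3 SD, cut at about 4.7% in these data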;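 note: MRP-1 overexpressing cells given doxorubicin 25 µM after compound pretreatment; 18-22 h compound pretreatment then 72 h with doxorubicin before readout; 0% = doxorubicin-only wells and 100% = vehicle-treated cells without doxorubicin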
Numbers without * were called inactive; / = not tested or not shown.

Sequence of screens – NPY-Y2 antag, HCT116 bCat-KO, Yeast lifespan up, MRP1 act, Measles CPE, E-sel TNF inh, HCT116 PTEN-null, Phagocyt inh, GALR2 antag, Yeast growth inh
(1) CC1CC(C)CN(CCOc2cccc(Cl)c2Cl)C1 (stereo unspecified)
  17, 63, -1, -4.6, 7, -15, 61, -1, 1, -12
(2) Cc1ccc(S(=O)(=O)NCC(c2ccccc2)N2CCN(CCC#N)CC2)cc1 (stereo unspecified)
  2, 87, 0, -1.9, 4, -10, 91, -1, 3, -33
(3) COCCOC(=O)c1c(C)nc(SCC(=O)Nc2ccc(OC)cc2)c(C#N)c1-c1ccco1
  4, 91, -14, 1.1, 3, -15, 107, 0, -9, 27
(4) CN(C)c1nc(N)nc(CSc2ccccn2)n1
  1, 100, -13, -2.4, 6, -1, 100, -3, -10, -22
(5) CNc1nnc(-c2cc3ccccc3oc2=O)s1
  2, 82, -10, -0.5, 8, /, 71, -3, -3, -36
(6) O=C1CC(c2ccccc2)CC(O)=C1C=NCCN1CCOCC1 (stereo unspecified)
  1, 101, 71*, 2.2, 4, -26, 99, 1, 9, -11
(7) O=C(O)CN1C(=O)SC(Nc2ccccc2)C1=O (stereo unspecified)
  -1, 81, /, -3.1, 5, 8, 91, /, 15, 2
(8) COc1ccc(-c2nnc(CSc3nc4ccccc4c(=O)n3CC(C)C)o2)cc1OC
  28*, 84, -10, -1.3, 5, 16, 70, -2, 9, -21
(9) Cc1ccc(NC(=O)C(OC(=O)c2ccc(O)cc2)c2ccccc2)cc1Cl (stereo unspecified)
  0, 65, -2, 0.1, 7, -19, 49, -1, -9, -40
(10) Cc1cc(N2CCN(c3cccc(C(F)(F)F)c3)CC2)n2nc(C)nc2n1
  4, 72, -9, -5.7, 5, /, 71, 0, 10, -52
(11) Cc1ccc2cccc(NC(=O)C(F)(F)F)c2n1
  0, /, /, /, /, 6, /, -2, 0, /
(12) CC(C)c1ccccc1NC(=O)c1cnccn1
  1, 99, -11, -1.8, 12, -32, 92, 0, -3, -25
(13) O=S(=O)(Nc1nc2ccccc2nc1NCc1ccco1)c1ccc(Cl)cc1
  0, 76, 5, -0.9, 4, 2, 76, 0, -4, -69
(14) CCOC(=O)N1CCC2(O)CCCCC2C1c1ccc(F)cc1 (stereo unspecified)
  -1, 105, 0, -0.4, 10, -17, 94, 0, -2, 3
(15) CCN(CC(=O)NC1CCS(=O)(=O)C1)C(=O)COc1ccccc1-c1ccccc1 (stereo unspecified)
  -2, 98, -3, -3.3, 4, -66, 87, /, 9, -26
(16) c1coc(Cn2c(-c3ccco3)nc3ccccc32)c1
  8, 85, -18, -1.6, 1, 16, 80, 0, -2, -27
(17) O=C1CC(N(C(=O)c2ccco2)c2ccc(F)cc2)C(=O)N1c1ccc(F)cc1 (stereo unspecified)
  4, 91, 3, -2.0, 5, 2, 99, 0, 0, -29
(18) COc1ccc(C(=O)CSc2nnnn2Cc2ccccc2)cc1
  6, 81, -4, 1.1, 19, 5, 94, 0, 0, -25
(19) CC(=O)C(C)Oc1ncn(-c2ccccc2)n1 (stereo unspecified)
  -3, 96, -16, -0.4, 5, 7, 103, -1, -14, -19
(20) O=c1cc(-c2ccc(O)cc2)oc2c([C@@H]3O[C@H](CO)[C@@H](O)[C@H](O)[C@H]3O)c(O)c([C@@H]3O[C@H](CO)[C@@H](O)[C@H](O)[C@H]3O)c(O)c12
  1, 104, -5, -1.4, 4, /, 96, /, 4, 2
(21) CCC(C)N(C)Cc1cccc(C2(O)CCN(S(=O)(=O)c3ccc(F)cc3)CC2)c1 (stereo unspecified)
  2, 82, 1, -3.7, 14, /, 80, -1, -2, 3
(22) Cc1cc(C)c(S(=O)(=O)n2nc(C)c(Br)c2C)c(C)c1
  6, 98, 4, -0.3, 18, 1, 96, -1, -4, -60
(23) CCOC(=O)Cn1c2c(c(-c3ccccc3OC)cc1=O)CCCC2
  4, 71, -10, -1.3, 1, -1, 80, /, -4, -21
(24) COC(=O)Cn1nc(C)c2ccccc2c1=O
  2, 78, /, -1.6, 10, 2, 97, /, 3, -10
(25) CCOC(=O)C1CCN(C(=O)CN(c2ccc(OC)cc2)S(=O)(=O)c2c(C)noc2C)CC1
  1, 94, -5, -1.7, 12, /, 91, 0, -3, 11
(26) O=C(Nc1ccc(F)c(Cl)c1)c1ccc2c(=O)n3c(nc2c1)CCCCC3
  -1, 37, -6, -1.8, 5, /, 56, -2, -3, -17
(27) CCCCCc1nc2c(=O)n(C)c3ccccc3c2o1
  4, 99, -15, -1.1, 11, -4, 96, 1, -8, 5
(28) CC1(C)COC(c2cccn2Cc2ccccc2Cl)=N1
  1, 85, 1, -3.1, 11, -39, 94, -4, 5, -7
(29) N#Cc1c(NCCN)nc(-c2ccco2)c2c1CCCC2
  22*, 6, -11, -1.7, 12, 14, 6, -2, -12, -78
(30) O=S(=O)(NCC(c1cccnc1)N1CCOCC1)c1cccs1 (stereo unspecified)
  2, 81, /, -1.8, 13, -10, 90, /, 2, -26
(31) CCC(=O)Nc1cc(C(C)(C)C)ccc1C(C)=O
  3, 97, -7, -0.6, 7, -2, 105, -1, 1, -45
(32) O=C(NCc1ccco1)c1cc(-c2cccs2)nc2ccccc12
  9, 88, 1, -3.2, 59*, /, 78, /, -2, -20
(33) O=C(O)CCn1c(-c2ccccc2)cc2c1CCCC2=O
  -1, 108, -4, -0.7, 33, /, 106, 3, -6, 25
(34) CCCNCc1cc(Cl)c(OCC)c(Cl)c1
  3, 100, /, -2.0, 8, 13, 101, /, -4, -27
(35) CCc1ccc(CC2(O)CC(C)N(C)CC2C)cc1 (stereo unspecified)
  2, 80, 1, -1.9, 6, -15, 96, -3, 6, 0
(36) CC(C)(C)c1ccc(-c2nc3c(C#N)c(-c4ccc5c(c4)OCO5)ccn3n2)cc1
  2, 57, -11, -1.0, 4, /, 56, -1, -4, -38
(37) CC(C)N1CCC(=NNC(=O)c2ccccc2[N+](=O)[O-])CC1
  3, 94, 8, -0.7, 6, -1, 102, -7, 2, -34
(38) CCN(CC)S(=O)(=O)c1cccc(NC(=S)NC(=O)/C=C/c2ccc(S(=O)(=O)N3CCOCC3)cc2)c1
  -2, 54, 2, -3.7, 5, /, 57, /, -29, -18
(39) CCOC(=O)N1CCC(NC(=O)C(Cc2ccccc2)NC(=O)c2ccco2)CC1 (stereo unspecified)
  1, 99, -10, -0.2, 4, -1, 97, -1, 4, -33
(40) CC(C)(C)C(=O)Nc1cc(S(=O)(=O)Nc2ccc(Cl)cc2)ccc1Cl
  2, 75, 8, -2.8, 4, /, 69, -6, -7, -25
(41) O=P(Cc1nnco1)(c1ccccc1)c1ccccc1
  1, 100, -9, 0.2, 9, /, 110, 1, -1, -23
(42) Cc1ccccc1Oc1ncnc2oc(-c3ccccc3)cc12
  3, 89, -16, -0.1, 1, -19, 83, 0, 7, -15
(43) CCOCCCNC(=O)c1c(C)c(C(=O)OCC)n(C)c1C
  -1, 98, -11, -1.5, 4, 16, 92, 0, 3, -42
(44) COc1cc(/C=C(/C#N)c2nc3ccccc3[nH]2)ccc1OCC(=O)Nc1ccccc1C(C)C
  -3, 1.2*, -6, -5.9, 0, 14, 0.7*, /, 4, -6
(45) CCc1ccc(NS(=O)(=O)c2ccc3[nH]cc(C(=O)NCC4CCCO4)c(=O)c3c2)cc1 (stereo unspecified)
  1, 96, -24, 3.6, 7, -7, 95, /, 16, -29
(46) Cc1nc2c3ccccc3nc(SCC(=O)c3ccc(Cl)cc3)n2n1
  27*, 66, -5, -2.2, 6, /, 62, -2, -5, -23
(47) CCC(=O)c1ccc(OCC(O)Cn2c(C)nc3ccccc32)cc1 (stereo unspecified)
  2, 18, -10, -3.4, 8, 25, 36, 0, 22, -36
(48) COc1ccc(C2CC(=O)n3nc(C45CC6CC(CC(C6)C4)C5)nc3S2)cc1OC (stereo unspecified)
  2, 95, -4, 0.7, 6, /, 90, 4, 9, -5
(49) O=C(O)/C=C\C(=O)NC1CCCCC1
  -1, 91, 1, 29*, 5, 4, 99, 3, 3, -17
(50) O=C(Nc1cccc2ccccc12)c1ccc(Cn2cc(Cl)cn2)cc1
  3, 90, -6, -2.9, 5, -75, 90, -2, 13, -25
(51) Cc1ccc(S(=O)(=O)N2CCCC(C(=O)NCCc3ccc4c(c3)OCO4)C2)cc1 (stereo unspecified)
  3, 93, -7, -2.3, 16, /, 83, 0, -2, -2
(52) CCOc1ccc(NC(=O)CSc2ncn[nH]2)c([N+](=O)[O-])c1
  2, 90, -1, 2.7, 24, 11, 96, /, 9, -24
(53) Cc1ccc(C(=O)c2ccc([N+](=O)[O-])cc2)cc1C
  2, 93, -8, 3.9, 20, 22, 95, /, -2, -13
(54) Cc1cccc(CSC(=N)N)c1
  2, 78, -3, 2.4, 7, 2, 82, -6, 3, -4
(55) COC(=O)CSc1ncnc2c1sc1nc(-c3ccco3)c3c(c12)CC(C)(C)OC3
  2, 84, -22, -2.7, 1, 13, 86, -1, 2, -17
(56) Cc1cccc(S(=O)(=O)Nc2ccc(C)c3c2OC(C)(C)C3)c1
  4, 91, 1, -2.9, 3, -3, 92, /, -15, -15
(57) O=C(NCC1CCCO1)C(C(=O)c1ccc(F)cc1)n1ccccc1=O (stereo unspecified)
  1, 97, -1, -0.8, 1, -6, 111, 2, -2, -77
(58) O=C(CCn1nnc2ccccc21)Nc1nnc(Cc2ccc(F)cc2)s1
  4, 89, -5, -1.9, 8, 47*, 92, 1, -13, -22
(59) COCCCNC(=O)c1ccc2c(=O)n(C3CCCC3)c(=S)[nH]c2c1
  1, 84, -1, -0.1, 3, 14, 78, -1, -1, -18
(60) CC1CC(C)CN(CCCNC(=O)CCNC(=O)Cn2ccc3ccccc3c2=O)C1 (stereo unspecified)
  -1, 96, -8, 0.2, 13, -46, 106, -1, 10, -47

High-throughput results deposited in PubChem by several laboratories.
